# FBW7 activator: human FBW7 E3 ligase activation, primary screen; Q969H0; AlphaScreen FBW7–phospho-cyclin E peptide binding, activator screen; normalized activity (activation), % at 26.1 µM; 650,000 compounds, 0.13% hits; AID 1259310; in the data active = normalized activity above about 1.9%;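 note: purified mutant Fbw7 with reduced substrate affinity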
# Target sequence (Q969H0 whole entry, looked up): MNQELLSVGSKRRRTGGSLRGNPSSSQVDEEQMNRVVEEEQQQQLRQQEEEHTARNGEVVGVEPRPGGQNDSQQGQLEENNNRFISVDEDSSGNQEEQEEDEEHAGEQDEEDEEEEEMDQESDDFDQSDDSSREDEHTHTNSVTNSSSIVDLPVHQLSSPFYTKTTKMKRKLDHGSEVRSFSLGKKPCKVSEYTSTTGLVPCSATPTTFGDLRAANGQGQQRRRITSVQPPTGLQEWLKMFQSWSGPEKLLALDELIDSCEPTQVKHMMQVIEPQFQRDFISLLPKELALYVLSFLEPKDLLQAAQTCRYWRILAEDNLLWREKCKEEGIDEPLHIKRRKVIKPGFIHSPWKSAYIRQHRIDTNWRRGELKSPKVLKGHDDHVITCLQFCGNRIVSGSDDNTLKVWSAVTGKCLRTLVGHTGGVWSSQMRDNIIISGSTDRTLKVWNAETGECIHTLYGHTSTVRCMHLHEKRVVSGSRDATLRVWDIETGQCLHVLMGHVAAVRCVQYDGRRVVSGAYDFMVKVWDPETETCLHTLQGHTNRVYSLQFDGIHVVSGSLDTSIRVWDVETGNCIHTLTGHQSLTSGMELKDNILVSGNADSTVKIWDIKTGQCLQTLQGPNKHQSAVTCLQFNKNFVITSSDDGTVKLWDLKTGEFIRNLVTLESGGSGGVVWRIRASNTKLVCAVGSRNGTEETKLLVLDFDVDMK
# TEAD-YAP inh: TEAD-YAP interaction inhibition | 640,000 compounds, 1.4% hits | inhibition, % at 9.12 µM | HEK-TIYL cells, TEAD-Gal4/YAP UAS-luciferase luminescence; in the data active = inhibition above about 32%;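 note: 0% = median of test compound wells and 100% = reference inhibitor wells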
# GPR151 activ: human GPR151 activation | Q8TDV0 | PathHunter beta-arrestin GPR151 cells, luminescence | activation, % at 11.2 µM | 650,000 compounds, 1% hits; in the data active = activation above about 4.9%;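 note: 0% = median of compound wells and 100% = cells with positive control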
# MITF inh: human MITF inhibition, primary screen; 650,000 compounds, 0.91% hits; AlphaScreen MITF homodimerization, bead proximity signal; AID 1259374; inhibition, % at 2.6 µM; in the data active = inhibition above about 50%;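 note: 0% = vehicle wells with protein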
# * = called active by the depositor.
# The first six entries (preview)
SMILES,FBW7 activator,TEAD-YAP inh,GPR151 activ,MITF inh
CCOc1ccc(C(=O)Oc2coc(CSc3nncn3C)cc2=O)cc1OCC,0.0,-3,-0.9,13
O=C1C=C(N2CCN(C(=O)c3ccccc3)CC2)C2(CCCCC2)O1,0.6,1,-0.2,-15
CCCCCC(=O)Oc1cccc(N2C(=O)C3CCCCC3C2=O)c1 (stereo not given),-0.1,2,-0.7,-3
Cc1ccccc1NC(=O)c1ccc(C)c(S(=O)(=O)Nc2ccc(Br)cc2)c1,-0.1,14,-0.8,12
CC1=C(C(=O)OCCc2ccccc2)C(c2ccccn2)C2=C(CC(C)(C)CC2=O)N1 (stereo not given),0.3,-1,0.5,8
COc1cc(O)ccc1CN1CCc2nnc(C(C)NC(=O)C3CC3)n2CC1 (stereo not given),-0.1,9,1.3,6

# This part in full, repeating the preview:
SMILES,FBW7 activator,TEAD-YAP inh,GPR151 activ,MITF inh
CCOc1ccc(C(=O)Oc2coc(CSc3nncn3C)cc2=O)cc1OCC,0.0,-3,-0.9,13
O=C1C=C(N2CCN(C(=O)c3ccccc3)CC2)C2(CCCCC2)O1,0.6,1,-0.2,-15
CCCCCC(=O)Oc1cccc(N2C(=O)C3CCCCC3C2=O)c1 (stereo not given),-0.1,2,-0.7,-3
Cc1ccccc1NC(=O)c1ccc(C)c(S(=O)(=O)Nc2ccc(Br)cc2)c1,-0.1,14,-0.8,12
CC1=C(C(=O)OCCc2ccccc2)C(c2ccccn2)C2=C(CC(C)(C)CC2=O)N1 (stereo not given),0.3,-1,0.5,8
COc1cc(O)ccc1CN1CCc2nnc(C(C)NC(=O)C3CC3)n2CC1 (stereo not given),-0.1,9,1.3,6
COc1ccc(CCNc2nc(N3CCOCC3)nc3c2ncn3CCN2CCCC2=O)cc1,0.0,-5,2.5,-1
COc1ccccc1CNC(=O)COc1ccc(C(C)C)cc1,-0.2,4,2.9,0
O=C1NCCc2c1[nH]c1ccc(C3CCCCC3)cc21,0.2,11,0.8,19
COc1cc(C)nc(N(C)Cc2ccccc2)n1,-0.1,25,4.0,1
CCN(CC)CCn1c(NC(=O)c2cccc(F)c2)nc2ccccc21,-0.5,8,0.9,13
Cc1cccc(-n2ncc3c(N4CCN(Cc5ccccc5)CC4)ncnc32)c1,0.0,11,0.7,-1
COc1ccc(NC2(c3ccccc3)OC(=O)c3ccccc32)cc1 (stereo not given),-0.3,1,1.9,1
COC(=O)C1=CN(C)C=C(C(=O)OC)C1c1ccc(C(F)(F)F)cc1,0.1,-8,0.2,-24
COC(=O)[C@@H]1C(=O)NC(SC)=C(C#N)C1c1ccc(C)cc1 (stereo not given in full),0.1,7,-1.2,-6
O=C(CN(Cc1ccccc1)S(=O)(=O)c1ccccc1)NCc1ccccn1,0.0,-6,0.1,1
COc1ccc(N(CC(=O)N2CCN(c3ccc(F)cc3)CC2)S(=O)(=O)c2ccc(OC)c(OC)c2)cc1,0.0,6,-0.5,3
Cc1c(CNCc2ccc3c(c2)OCO3)c(C(=O)O)c(C)n1Cc1ccc(F)cc1,-0.1,3,-1.0,15
Cc1c(C)c2ccc(O)c(CN(C)C)c2oc1=O,-0.3,4,2.7,11
COc1cc(C=O)ccc1OCC(=O)Nc1cc(F)ccc1C,-0.2,3,-0.1,3
Cc1cccc(OCc2nnc(SCC(=O)Nc3nc4ccccc4s3)o2)c1,-1.1,-30,-4.7,11
COc1ccc(OC)c(C2CC(=O)C3=C(C2)NC(=O)CC3c2ccc(F)cc2)c1 (stereo not given),0.1,-8,1.1,7
O=C(Nc1ccccc1F)c1ccc(-c2ccccc2)cc1,0.0,-46,-2.0,2
CC(Oc1cccc(Cl)c1)C(=O)Nc1ccc(F)c([N+](=O)[O-])c1 (stereo not given),0.0,34*,0.1,9
CC1(C2CCN(Cc3cnn(-c4ccccc4)c3)CC2)NC(=O)NC1=O (stereo not given),-0.1,7,0.8,-1
O=C(/C=C/c1ccco1)N1CCN(S(=O)(=O)C2CC2)CC1,0.1,-4,-1.6,12
N#CCCN(CCC#N)C(=S)Nc1ccccc1Cl,0.0,1,-1.5,-8
CC1CN(CCO)Cc2ccc(Cl)cc21 (stereo not given),0.2,22,0.9,1
Cc1ccnc2nc(C(=O)NCc3cccs3)nn12,0.3,5,2.2,0
O=S(=O)(c1cccc2ccccc12)N1CCC(n2cnc3ccccc32)CC1,-0.1,-19,-0.3,8
C=CCNc1nc(NCCO)nc(N2CCCC2)n1,-0.2,2,0.8,5
COc1ccccc1/C=N/OC(=O)c1cccc([N+](=O)[O-])c1,0.0,4,1.3,-3
CCOC(=O)C1=C(O)/C(=C/c2ccc(OC)c(OC)c2)SC1=Nc1ccc([N+](=O)[O-])cc1,-0.1,1,-0.4,11
O=C(NCCc1nc(-c2cccnc2)n[nH]1)C1(c2ccccc2)CC1,0.1,-3,-0.3,-25
COc1ccc(Nc2cc(C)nc(N3CCN(S(=O)(=O)c4ccccc4)CC3)n2)cc1,-0.1,1,-0.4,-4
CCOc1ccccc1NC(=S)N(CCCN1CCOCC1)C1CCN(C(C)=O)CC1,0.1,5,0.6,9
COc1ccc(N2C(=O)c3cccnc3C2O)cc1 (stereo not given),0.2,-6,-2.9,-1
Cc1ccc(Nc2ccc3ncnc4c3c2C(=O)c2ccccc2-4)cc1,0.0,0,2.0,4
COCCNC(=O)COc1ccc(Br)cc1C,0.0,-9,1.5,-21
Cc1[nH]c2ccccc2c1C(C[N+](=O)[O-])c1ccc2c(c1)OCO2 (stereo not given),0.1,11,0.0,2

# Copied from the list:
# In GPR151 activ, CCOC(=O)C1=C(O)/C(=C/c2ccc(OC)c(OC)c2)SC1=Nc1ccc([N+](=O)[O-])cc1 has the entry -0.4
# In MITF inh, Cc1ccc(Nc2ccc3ncnc4c3c2C(=O)c2ccccc2-4)cc1 has the entry 4
# In TEAD-YAP inh, Cc1[nH]c2ccccc2c1C(C[N+](=O)[O-])c1ccc2c(c1)OCO2 (stereo not given) has the entry 11
# In TEAD-YAP inh, COc1ccccc1/C=N/OC(=O)c1cccc([N+](=O)[O-])c1 has the entry 4
# In GPR151 activ, O=C(/C=C/c1ccco1)N1CCN(S(=O)(=O)C2CC2)CC1 has the entry -1.6

# Given bar-delimited: entries from further up
Compound | FBW7 activator | TEAD-YAP inh | GPR151 activ | MITF inh
COc1ccc(OC)c(C2CC(=O)C3=C(C2)NC(=O)CC3c2ccc(F)cc2)c1 (stereo not given) | 0.1 | -8 | 1.1 | 7
COCCNC(=O)COc1ccc(Br)cc1C | 0.0 | -9 | 1.5 | -21

# New compounds follow.
SMILES,FBW7 activator,TEAD-YAP inh,GPR151 activ,MITF inh
COc1ccc(N2CCN(C(=O)CN(c3cccc(C)c3)S(C)(=O)=O)CC2)cc1,0.0,5,-0.5,3
CCCCSc1nnc2c(n1)OC(c1ccc(C)o1)N(C(C)=O)c1ccccc1-2 (stereo not given),0.2,4,-0.2,8
CCOCCCNS(=O)(=O)c1ccc(NC(C)=O)cc1,0.0,4,1.0,9
Cc1cc(OCC(=O)Nc2nnc(C(C)C)s2)ccc1C(C)C,0.1,4,-0.8,14
CC(C)(C)c1cnnn1-c1ccc(C(=O)/C=C\c2ccco2)cc1,0.1,-25,0.0,9
O=Cc1ccc(N2CCN(CC(O)COCc3ccccc3Cl)CC2)s1 (stereo not given),-0.2,8,-1.5,29
Cc1nc2c(c(=O)[nH]1)CCN(CC(C)Cc1ccc3c(c1)OCO3)C2 (stereo not given),0.1,6,0.7,0
CC(=O)c1ccc2c(c1)[C@@H]1C=CC[C@@H]1[C@H](c1ccc(C(=O)O)cc1)N2,-1.1,-7,-0.7,62*
COC(=O)c1ccc(NCN2C(=O)C3CC=CCC3C2=O)cc1 (stereo not given),0.2,5,0.1,8
CC1=NN(c2ccc(C(=O)O)cc2)C(=O)/C1=C\c1ccc(-c2cccc(C(=O)O)c2)o1,0.0,-11,0.6,16
CC1CN(CCC(=O)NCc2ccccc2C(F)(F)F)Cc2ccccc2O1 (stereo not given),-0.1,8,-0.2,-3
O=C(c1ccccc1Cl)N1CCN(c2ccc(C(F)(F)F)cc2[N+](=O)[O-])CC1,-0.4,-7,1.4,-3
O=C(COc1cccc(Br)c1)OCCN1C(=O)c2ccccc2C1=O,0.2,-5,0.7,-3
COc1ccc(S(=O)(=O)N(CC(=O)Nc2cccc3ccccc23)Cc2ccccc2)cc1OC,-0.1,-4,-0.7,-6
CCC(=O)NCCN1CCN(C(=O)CC)CC1,0.1,4,1.9,14
COc1cc(C2NC(=O)N(C)C(C)=C2C(=O)OCCOc2ccccc2)cc(Cl)c1O (stereo not given),-0.1,-2,0.5,10
CCN1CCSc2ccc(C(=O)NCc3ccco3)cc21,-0.3,-2,-0.6,4
O=C(Nc1ccc(Oc2ccccc2)cc1)c1ccc2c(=O)n(-c3cc(C(F)(F)F)ccc3Cl)c(=S)[nH]c2c1,0.0,36*,0.0,-7
Cn1c2c(c(=O)n(C)c1=O)C(c1cccc([N+](=O)[O-])c1)Nc1ccccc1O2 (stereo not given),-0.1,0,1.9,-5
CC(/C=C1\N=C(c2ccc(C)cc2)OC1=O)=C\c1ccccc1,0.0,0,1.4,9
O=C(c1cccc2ccccc12)C1CCCN(C(=O)c2ccc[n+]([O-])c2)C1 (stereo not given),0.1,-2,-1.1,-3
O=C(COc1ccccc1)Nc1ccc(S(=O)(=O)N2CC3CC(C2)c2cccc(=O)n2C3)cc1 (stereo not given),0.3,-4,-0.6,-4
O=C(Cn1c2ccccc2c(=O)c2cc(Cl)ccc21)Nc1cccc(F)c1,0.0,7,1.0,14
COc1ccc(C2/C(=C(/O)c3ccc(C)cc3)C(=O)C(=O)N2CCCN(C)C)cc1 (stereo not given),0.2,0,-1.6,5
O=C(Cc1ccccc1)Nc1nccs1,-0.2,7,2.2,3
Nc1cc(Cl)ccc1C(=O)OCC(=O)NC1CCCCCC1,0.1,4,-0.7,6
COc1nn(C)cc1C(=O)N1CCCC(C(=O)NC2CCCC2)C1 (stereo not given),-0.1,1,3.6,-6
Cc1nc(CCNCc2c(C(=O)N3CCOCC3)nc3ccccn23)sc1C,0.0,-7,-0.3,9
C/C(=N/N1CCc2ccccc21)C(=O)NCC1CCCO1 (stereo not given),-0.2,5,2.6,2
Cc1ccc(OC(=O)N2CCN3C(=O)[C@@H](CO)NC(=O)[C@H]3C2)cc1,0.0,-6,0.0,8
C1=C[C@H]2c3ccccc3N[C@@H](c3ccncc3)[C@H]2C1,-0.1,2,1.0,22
CCC(NC(=O)CCc1nnc(Cc2ccc(-c3ccccc3)cc2)o1)c1ccncc1 (stereo not given),0.2,-2,-0.4,17
O=C(Cc1cccs1)NCc1cccc(C(F)(F)F)c1,0.7,-10,-2.1,19
COC(=O)c1ccc(C2C(C#N)=C(N)Oc3c2c(C)nn3-c2ccccc2)cc1 (stereo not given),0.0,10,-0.1,-9
CC(C)c1ccc(NC(=O)c2ccc(N3CC4CC(C3)c3cccc(=O)n3C4)c([N+](=O)[O-])c2)cc1 (stereo not given),-0.1,8,0.7,-7
Cc1ccc(-c2nc3ncccc3o2)cc1NC(=S)NC(=O)c1ccccc1F,0.0,-12,-0.6,-9
C=CCC(O)(CC=C)CNC1CCN(c2ccc(NC(=O)C3CCCC3)cc2)CC1,0.9,-10,0.5,12
O=C(c1cnc2ccccn12)N1CCC1,-0.2,-2,-0.2,-12
Cc1nnc2c(NCCCN3CCC(Cc4ccccc4)CC3)nc3ccccc3n12,-0.1,4,0.6,7
CCOC(=O)N1CCN(c2nncc(-c3ccc(C(F)(F)F)cc3)n2)CC1,0.0,-1,-1.1,8
Cc1ccc(C)c2c1sc(=NC(=O)CN1C(=O)c3ccccc3C1=O)n2C,0.9,2,-1.4,-5
O=C1CC(c2ccco2)Cc2nc(NCc3ccccc3)ncc21 (stereo not given),0.1,14,1.0,18
CCCc1cc(=O)[nH]c2nnc(SCc3cccnc3)n12,-0.1,8,-0.5,18
Clc1ccccc1Cn1cccc1C1=NCCO1,-0.1,-19,1.4,-9
Cc1cccc(NCc2nnc3n2CCCCC3)c1C,0.0,-2,0.5,-10
COC1CCCN(C(=O)c2ccc(OC3CCN(CCc4ccccc4)CC3)cc2)C1 (stereo not given),0.3,7,1.6,14
CCc1ccc(C2C(C#N)=C(N)SC(N)=C2C#N)cc1,0.6,-2,1.9,18
CCc1ccc(NC(=O)CSc2nc3ccc(NC(=O)c4ccc(C(C)(C)C)cc4)cc3s2)cc1,0.1,9,0.2,4
COc1ccc(/C=N/NC(=O)Cc2c(C)nc(C)[nH]c2=O)cc1,0.1,10,0.3,0
Cc1nc2sc(C(c3ccccc3F)N3CC(C)OC(C)C3)c(O)n2n1 (stereo not given),0.0,1,-1.3,4
COc1ccc(N2CCN(S(=O)(=O)c3cc4c5c(c3)CC(=O)N5CCC4)CC2)cc1,0.0,2,1.3,2
Cc1ccc(C)c(OCC(=O)Nc2ccc(S(N)(=O)=O)cc2)c1C,0.1,-3,0.5,-5
Nn1c(SCC(=O)Nc2ccccc2F)nnc1-c1cccc(Cl)c1,-0.1,-15,-2.5,2
CN(C)CC(=O)N1c2ccccc2CCc2ccc(N)cc21,0.1,-10,0.7,-3

# Three of the compounds above, tab-delimited.
smiles	FBW7 activator	TEAD-YAP inh	GPR151 activ	MITF inh
Cc1ccc(C)c(OCC(=O)Nc2ccc(S(N)(=O)=O)cc2)c1C	0.1	-3	0.5	-5
Nn1c(SCC(=O)Nc2ccccc2F)nnc1-c1cccc(Cl)c1	-0.1	-15	-2.5	2
CN(C)CC(=O)N1c2ccccc2CCc2ccc(N)cc21	0.1	-10	0.7	-3

# Bioassay records deposited in PubChem BioAssay by The Scripps Research Institute Molecular Screening Center.
